# Screens (PubChem)
# rCAG RNA binder – molecules binding r(CAG) RNA repeats | 370,000 tested, 1.3% active | inhibition, % at 3 µM | AID 651821 | r(CAG) RNA repeat, TO-PRO-1 dye displacement fluorescence;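 active means inhibition above the plate cutoff, the mean of all test compounds on that plate plus 3 SD, cut at about 35% in these data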;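 further: 0% = DMSO alone and 100% = 100 µM mitoxantrone as full dye displacement; higher means more dye released from RNA so lower well fluorescence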
# NR1D1 modulator – Rev-erb alpha (human) modulation; P20393; Rev-erbα–FITC-DNA binding, fluorescence polarization, 90 min; activity, % at 10 µM; 370,000 tested, 0.79% active; AID 1259318;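 active means activity above about 14%, limit read from the data; passing the limit was not always enough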;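 further: 0% = DMSO wells with 35 nM protein and 100% = DMSO wells with 750 nM protein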
# TCR CD3 inh – blocks the human TCR-CD3 interaction. TAMRA-labeled TCR probe fluorescence, biochemical. inhibition, % at 9.4 µM. 360,000 tested, 0.37% active. AID 651800; in the data active means inhibition above about 19%;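 further: recombinant mutant TCR 2C K166C tagged with TAMRA read by polarization; 0% = receptor in buffer alone and 100% = receptor with positive control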
# SIAE inh – inhibitors of human sialic acid acetylesterase SIAE | SIAE FP-Rh probe binding, fluorescence polarization | Q9HAT2 | 370,000 tested, 0.69% active | AID 1053197 | inhibition, % at 9.66 µM;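 active means inhibition above a cutoff: mean of compounds within the control limits plus 3 SD of those, cut at about 17% in these data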;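 further: 0% = plate median of compound wells and 100% = probe without SIAE protein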
# TDP2 absorb – blocks human TDP2 phosphodiesterase activity | O95551 | recombinant TDP2, T5PNP hydrolysis, p-nitrophenol absorbance 415 nm | inhibition, % at 12.8 µM | 370,000 tested, 0.34% active;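 active means inhibition above the mean of all tested compounds plus 3 SD, set per campaign, cut at about 25% in these data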;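 further: 0% = DMSO with enzyme and 100% = buffer with substrate but no TDP2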
# Target sequence (O95551 whole entry, looked up): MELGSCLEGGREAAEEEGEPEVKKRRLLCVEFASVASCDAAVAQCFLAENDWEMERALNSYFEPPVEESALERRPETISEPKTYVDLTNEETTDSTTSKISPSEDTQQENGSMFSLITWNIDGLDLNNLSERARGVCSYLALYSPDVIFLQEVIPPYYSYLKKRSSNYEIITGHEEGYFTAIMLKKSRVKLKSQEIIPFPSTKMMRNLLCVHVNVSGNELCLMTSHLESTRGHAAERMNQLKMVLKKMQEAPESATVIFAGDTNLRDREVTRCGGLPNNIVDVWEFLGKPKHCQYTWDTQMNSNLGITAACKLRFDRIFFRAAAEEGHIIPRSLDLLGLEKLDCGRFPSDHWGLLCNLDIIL
#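 Material: recombinant human TDP2; quantity: TDP2 enzyme at 120 nM final; medium: Tris-HCl pH 7.5 with MgCl2; compound: single concentration, 12.8 µM nominal, with 1% DMSO; incubation: 2 h enzyme incubation at 37 °C; signal: epi absorbance; measure: percent inhibition; benchmarks: high control without enzyme, low control DMSO plus TDP2; repeats: singlicate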
# HTRA1 inhibitor – blocks human HTRA1 serine peptidase. Q92743. 340,000 tested, 0.5% active. inhibition, % at 5.96 µM. recombinant HTRA1, FP-rhodamine activity-based probe, fluorescence polarization; in the data active means inhibition above about 36%;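 further: 0% = enzyme with DMSO and 100% = wells lacking enzyme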
# Target sequence (Q92743 whole entry, looked up): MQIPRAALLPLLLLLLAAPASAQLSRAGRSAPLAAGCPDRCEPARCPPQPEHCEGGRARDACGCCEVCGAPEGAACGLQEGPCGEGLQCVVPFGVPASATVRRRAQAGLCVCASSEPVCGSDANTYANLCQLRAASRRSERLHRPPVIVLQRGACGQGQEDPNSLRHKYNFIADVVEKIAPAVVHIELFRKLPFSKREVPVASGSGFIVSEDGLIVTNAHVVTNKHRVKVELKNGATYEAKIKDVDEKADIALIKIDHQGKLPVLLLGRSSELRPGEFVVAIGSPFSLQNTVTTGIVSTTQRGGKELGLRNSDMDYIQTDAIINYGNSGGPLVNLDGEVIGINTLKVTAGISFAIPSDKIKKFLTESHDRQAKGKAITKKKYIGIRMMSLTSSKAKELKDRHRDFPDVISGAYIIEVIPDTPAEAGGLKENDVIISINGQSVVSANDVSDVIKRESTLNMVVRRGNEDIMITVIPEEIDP
# ABHD4 inh – ABHD4 (mouse) inhibition, primary FP screen | 370,000 tested, 0.54% active | Q8VD66 | purified mABHD4, FP-Rh probe fluorescence polarization | inhibition, % at 8.92 µM;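 active means inhibition exceeding the mean over every tested compound plus 3 SD, cut at about 30% in these data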;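 further: 0% = plate median of compound wells and 100% = S159A mutant with DMSO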
#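 Assay system: mABHD4 protein; medium: HEPES pH 7.0, NaCl, Pluronic buffer; dosing: 8.92 µM, single dose; schedule: 45 min + 60 min at 25 °C; signal: FP readout, ex 525 nm / em 598 nm; read-out: normalized percent inhibition of probe labeling; repeats: single replicate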
# PG9 Ab binder – binds the HIV-1 gp120 antibody PG9. TR-FRET gp120-PG9 antibody binding. inhibition, % at 6.7 µM. 360,000 tested, 0.43% active. AID 624416; in the data active means inhibition above about 8.5%
# PRMT1 FP inh – PRMT1 (human) inhibition, primary screen. Q99873. recombinant PRMT1, activity-based probe fluorescence polarization. inhibition, % at 2.79 µM. 370,000 tested, 1.3% active;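 active means inhibition above about 21% made by adding two undisclosed values, limit read from the data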
# LEDGF integ inh – blocks HIV-1 LEDGF/p75-dependent DNA integration | TR-FRET IN-LEDGF/p75 DNA integration, Eu/Cy5 | inhibition, % at 3.7 µM | 370,000 tested, 0.64% active | AID 743269;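 active means inhibition above the screen-wide mean plus 3 SD, cut at about 13% in these data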;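 further: signal is the Cy5 over europium emission ratio at 671 and 618 nm; 0% = plate median of compound wells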
# Starred values were filed as active, the others as inactive; . = no result given. Some of the compounds tested; rates above refer to the full screens.
SMILES,rCAG RNA binder,NR1D1 modulator,TCR CD3 inh,SIAE inh,TDP2 absorb,HTRA1 inhibitor,ABHD4 inh,PG9 Ab binder,PRMT1 FP inh,LEDGF integ inh
CN(C)CCN1CCN(C2CN(Cc3cn(Cc4cccc(C(F)(F)F)c4)nn3)S(=O)(=O)C2)CC1 (stereo unspecified),3,-6,7,9,8,.,1,1.9,-3,8
O=C(N/N=C/c1c[nH]c2ccccc12)c1cc(Cl)ccc1O,8,3,0,18*,-2,14,15,0.3,2,-3
COc1cccc(CNCCNC(=O)c2nonc2N)c1,-1,0,9,5,0,2,6,2.2,-1,-1
CC(=O)Nc1cccc(NC(=O)CSc2nnc3ccccn23)c1,2,0,-3,3,4,-2,1,0.8,1,-3
CCS(=O)(=O)Nc1ccc(C2=NN(C(=O)c3ccco3)C(c3ccco3)C2)cc1 (stereo unspecified),21,-4,1,-1,2,-6,-22,-0.9,5,-3
CSc1ncccc1C(=O)OCC(=O)NC(C)(C)C,-3,-3,1,-1,4,2,5,-0.5,3,-2
CCCCn1c(CCn2nc(C)c(Br)c2C)n[nH]c1=S,-3,5,3,4,-10,5,-1,-1.5,3,0
COc1cc(C(=O)Nc2cccc3c2CCCC3)cc(OC)c1OC,4,-1,-2,-1,8,3,-4,0.3,-3,1
CN(Cc1ccccc1)C(=O)c1ccc(Nc2nc(C(N)Cc3ccccc3)cs2)nc1 (stereo unspecified),11,8,-8,3,0,.,8,1.0,-5,5
Cc1nc(-c2cccc(NC(=O)Cc3ccccc3)c2)cs1,-1,2,6,-3,-6,-16,-1,-0.6,-5,2
Cn1c(-c2sccc2OCc2cccc(C(F)(F)F)c2)n[nH]c1=S,3,0,5,6,-2,-11,-7,0.8,11,1
Nn1cnn(Cc2ccccc2)c1=S,0,7,-3,5,14,1,-3,-2.5,1,-3
Cc1ccc(NC(=O)c2ccc3c(c2)C(=O)N(c2ccccc2C)C3=O)nc1,-1,4,-8,6,1,2,-5,0.3,1,0
COc1ccc([C@H]2C[C@H](O)[C@@H](n3cc(C4CC4)nn3)CN2C(=O)C2CCCCC2)cc1,1,0,-1,0,-9,6,-7,0.1,4,-3
O=C(Nc1ccc(F)cc1)Nc1nnc([C@@H]2C[C@H](O)[C@@H](CO)O2)s1,2,3,17,-3,1,.,5,-2.0,1,-2
Cc1nnc(NC(=O)CCN2C(=O)/C(=C\c3ccccc3)SC2=S)s1,-2,-3,3,-4,-6,0,-1,0.5,1,-2
Clc1cccc(OCCN2CCN(CCOc3cccc(Cl)c3)CC2)c1,-2,-2,-6,3,-5,-12,15,-2.7,1,2
CSc1ccc(-c2nnn(Cc3ccc(C)cc3)n2)cc1,2,-6,-9,-5,7,-5,2,0.6,-7,2
COc1ccc2nc(N(CCN(C)C)C(=O)c3ccc(C(=O)c4ccccc4)cc3)sc2c1,-6,-2,-6,-5,-1,-1,5,0.1,1,-3
COc1ccc(C(=O)O/N=C(\N)Cc2cccs2)cc1OC,-2,9,0,3,12,3,-2,0.5,-1,2
CC(C)C(OC(=O)c1ccco1)C(=O)NC1CCCCC1 (stereo unspecified),-3,3,-1,-1,-8,5,3,-0.7,-2,-1
COC(=O)c1cccc(C23CC4(C2)[C@H](CN(Cc2ccc(C(F)(F)F)cc2)[C@@H]4c2ccccc2)C3c2ccc(Cl)nc2)c1 (stereo partly specified),11,3,-1,-3,8,-12,-2,-0.1,1,-1
COC(=O)Cn1cnc2sc3c(c2c1=O)CCCC3,-3,3,3,3,2,2,3,0.3,-3,-5
Cc1ccc(S(=O)(=O)NC(=O)c2cc(C)n(CC(c3ccccc3)N(C)C)c2C)cc1 (stereo unspecified),9,-1,6,11,3,-2,0,-0.4,1,3
Cc1nc2oc3ccccc3c(=O)c2c(=O)n1Cc1ccccc1,4,1,-3,-4,1,-7,-4,-1.7,2,2
CN(C)c1ccc(C(CNC(=O)c2ccccc2)c2c[nH]c3ccccc23)cc1 (stereo unspecified),0,3,-4,9,2,21,3,-2.4,3,2
Cc1ccccc1NC(=S)N1CCN(c2ccccc2)CC1,0,-2,4,18*,1,8,-1,-1.6,-3,5
O=C1[C@H](O)[C@@H](O)C(=O)N1Cc1ccccc1,-2,6,3,0,6,11,2,-0.2,2,-3
COc1ccc(C(C(=O)NC(C)(C)C)N(C(=O)CCC(=O)Nc2cc(C)on2)c2cccc(C)c2C)cc1 (stereo unspecified),0,1,7,1,-9,-2,9,-1.6,-1,2
O=C(Nc1cccnc1)c1ccc(Cl)c([N+](=O)[O-])c1,3,-4,6,0,-9,4,3,-2.8,1,-2
C[C@@H]1CN([C@@H](C)CO)C(=O)c2cc(Br)cnc2O[C@H]1CN(C)C(=O)NC1CCCC1,-1,3,-1,6,-8,2,2,-1.2,3,0
CC(NC(=S)Nc1ccc(S(=O)(=O)N2CCOCC2)cc1)C1CC2CCC1C2 (stereo unspecified),5,-1,2,-8,0,-14,-8,-0.9,-2,3
CC1CCC(NC(=O)Cn2c3c(c(-c4ccccc4Cl)cc2=O)CCC3)CC1 (stereo unspecified),3,-2,9,7,-5,-14,5,2.0,-2,1
CN(C)c1ccc(-c2cccc(C3CC=CC4C3C(=O)N(Cc3ccccc3)C4c3ccc(C(F)(F)F)cc3)c2)cc1 (stereo unspecified),5,1,5,-5,4,-14,-5,-0.7,0,2
CCc1nnc(NC(=O)CCc2ccccc2OC)s1,-2,3,-3,-2,19,-13,7,0.6,0,3
COc1cc([N+](=O)[O-])cc2cc(C(=O)N3CCN=C3c3ccccc3)c(=O)oc12,2,0,-1,0,8,0,3,1.5,4,2
CCn1c(C)c(C(C)=O)c(N2CCC(C(N)=O)CC2)nc1=S,0,0,-3,7,-11,4,-3,-0.3,8,0
Cc1cc(C)c(OCC(=O)Nc2cccc(NC(=O)c3ccco3)c2)c(Br)c1,-1,-1,3,-66,-9,-110,-68,-0.6,1,-2
Clc1nc2c(ccc3ccccc32)[nH]1,1,2,-3,-6,6,.,6,-0.9,3,-1
S=C(c1ccc(-c2ccc(Br)cc2)o1)N1CCOCC1,1,4,-1,6,-9,.,-3,2.3,5,1
Cc1ccc(CNC(=O)COC(=O)c2cccnc2Cl)cc1,0,1,0,-4,2,4,-3,3.6,5,0
CC(C)CCNc1ncnc2c1cnn2Cc1ccccc1Cl,-2,4,-7,1,1,-23,-5,1.4,3,2
COc1ccc2[nH]c(O)c(N=O)c2c1,0,6,11,26*,7,9,10,-4.0,-1,-1
COc1ccccc1N1CCN(c2ncnc3sc(C(=O)NCC4CCCO4)c(C)c23)CC1 (stereo unspecified),-8,7,1,1,-8,-5,5,-3.7,-5,0
O=C(Oc1ccc2ccc(=O)oc2c1)c1ccc([N+](=O)[O-])cc1,0,-7,2,5,7,2,6,0.8,1,-3
COc1cccc(CNS(=O)(=O)c2ccc(S(=O)(=O)N3CCCC3)cc2)c1,4,4,-2,-2,2,-5,-5,-0.4,2,-5
CCCN(CC1CC1)C(=O)c1ccc(CNC(=O)c2cccc(Br)c2)cc1,0,8,.,-5,-1,.,-6,.,5,0
CCn1c(SCC(=O)Nc2ccccc2)nc2c1c(=O)n(C)c(=O)n2C,-3,2,9,-2,-1,5,3,0.7,-1,-1
Cc1ccc(NC(=O)n2ccc(-c3ccc(-n4ccnc4)cc3)n2)cc1,1,0,-3,-4,6,.,-1,-3.0,2,0
CCC(CO)Oc1cc(NCc2cccnc2)c2ncn(C(C)C)c2c1 (stereo unspecified),-7,1,2,8,21,18,11,-3.6,5,3
Cc1ccc(S(=O)(=O)N2CCOCC2)cc1NS(=O)(=O)c1ccc(F)c(F)c1,13,-7,2,-1,-17,9,-2,2.2,4,-3
COc1ccc(N2CCN(S(=O)(=O)c3ccc(OC)c(C(=O)N4CCCC4)c3)CC2)cc1,-5,-3,-4,-2,-6,9,5,-1.7,5,-12
COc1ccc(Cl)cc1-c1nc(N)nc(NC2CCCCC2)n1,-5,1,-10,-1,-7,1,1,-0.8,0,-1
